IEC-6 tox – IEC-6 cytotoxicity, counter-screen for KLF5 inhibitors. inhibition, % at 5 µM. luminescence viability. 0.78% of 290,000 active; in the data active means inhibition above about 22%;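 further: 0% = plate median of test compound wells and 100% = cytotoxic reference compound wells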
TRPC4 block – blocks the mouse TRPC4 cation channel; 0.39% of 300,000 active; Q9QUQ5; B-score at 10 µM; HEK293 TRPC4beta/mu-opioid, DAMGO-evoked Fluo4 calcium flux; active compounds read low; AID 2247;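 active means B-score over 3 SD under the library average, no early fluorescence shift, positive overall ratio signal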
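Assay system: HEK293 cells with stable TRPC4beta plus mu-opioid receptor expression. Dosing: single dose. Measured by: Fluo4 Ca2+ flux fluorescence. Also added: DAMGO in two steps, submaximal then maximal. Read-out: B score from integrated Fluo4 fluorescence ratio.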
aSyn 5UTR inh – 5' untranslated region of α-synuclein, MLPCN primary screen | alpha-synuclein 5'UTR reporter, inhibitor activity | inhibition, % (tested at 7.5 µM) | 0.82% of 300,000 active; in the data active means inhibition above about 60%; inconclusive means no clear call, values can overlap the other calls;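 further: H4 neuroglioblastoma cells stably carrying SNCA 5'UTR luciferase fusion; 0% = DMSO wells and 100% = positive control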
SKKanGAS inh – blocks kanamycin growth of S. pyogenes SKKanGAS strain | BacTiter-Glo, 6 h | inhibition, % at 7.5 µM | 1.3% of 300,000 active | AID 1662;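 active means mean replicate score, as percent of positive control median, at least 50; inconclusive means mean below 50 but one replicate at or above 50; inactive means mean and every replicate below 50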;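 further: strain carries kanamycin resistance gene driven by streptokinase promoter and grows in 40 µg/ml kanamycin; loss of luminescence reflects streptokinase promoter inhibition or plain growth inhibition; 0% = median of DMSO wells and 100% = positive control at its reference dose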
TRPC4 agonist – activators of mouse TRPC4 channel | Q9QUQ5 | HEK293 TRPC4beta/mu-opioid, Fluo4 calcium fluorescence; active compounds read high | B-score at 10 µM | 0.49% of 310,000 active;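 active means B-score above 5 SD of library B-scores, and initial fluorescence ratio not above library mean plus 5 SD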;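 further: positive B-score marks a calcium rise read as TRPC4 activation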
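Incubation: 45 min room-temperature Fluo4 loading, 110 s read / System: HEK293 cells stably co-expressing mouse TRPC4beta and mu-opioid receptor / Signal: Fluo4 fluorescence, kinetic / Control set: buffer (low) and maximal DAMGO (high) / Measure: integrated baseline-normalised fluorescence ratio, converted to per-well B score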
MrgX1 antag – blocks BAM8-22 activation of human MrgX1 receptor; MRGX1-HEK293 calcium flux, Fluo-4, BAM8-22 antagonism; active compounds read low; B-score at 10 µM; 1.3% of 310,000 active; Q96LB2;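 active means calcium-response B-score plate-corrected more than 3 library SD below zero, starting fluorescence within 5 deviations, no agonist response on first addition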;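 further: peak minus trough fluorescence over baseline after final BAM8-22 challenge near maximal dose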
Target sequence (Q96LB2 whole entry, looked up): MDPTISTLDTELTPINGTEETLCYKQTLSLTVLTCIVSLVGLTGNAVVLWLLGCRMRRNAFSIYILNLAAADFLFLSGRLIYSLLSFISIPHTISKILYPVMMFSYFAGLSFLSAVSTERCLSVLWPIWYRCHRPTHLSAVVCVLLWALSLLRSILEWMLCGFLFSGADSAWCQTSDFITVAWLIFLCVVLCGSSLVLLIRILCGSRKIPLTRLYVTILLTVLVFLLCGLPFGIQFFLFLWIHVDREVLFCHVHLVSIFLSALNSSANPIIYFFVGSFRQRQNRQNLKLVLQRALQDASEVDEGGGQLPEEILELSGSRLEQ
HIF act – HIF pathway transcriptional activation. 0.32% of 300,000 active. U2OS HRE-luciferase reporter, luminescence; normalized: DMSO 0%, desferrioxamine 100%. activation, % at 7.5 µM (by protocol). AID 1910;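 active means mean activation of at least 10% of the iron chelator positive control signal, with at least half of replicates also reaching 10%; inconclusive means mean and replicate majority disagree about reaching 10%; inactive means mean and most replicates under 10%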
TRPC6 inh – blocks the mouse TRPC6 cation channel; 1.1% of 310,000 active; HEK293-TRPC6, membrane potential dye, ACh-evoked depolarization; active compounds read low; Q61143; B-score at 10 µM;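 active means B-score under library mean minus 3 SD, initial fluorescence not abnormally high, positive integrated signal ratio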;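 further: B-score derived from integrated fluorescence ratio over the kinetic read; more negative B-score means stronger inhibition of depolarization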
TRPC4 PAM – allosterically enhances the mouse TRPC4 cation channel | 0.42% of 310,000 active | Q9QUQ5 | AID 2227 | HEK293 TRPC4beta/mu-opioid, DAMGO EC20, Fluo-4 Ca2+ flux; active compounds read high | B-score at 10 µM;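 active means B-score of calcium response area above 5 SD of library B-scores, with initial fluorescence ratio within 5 SD of library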;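 further: B-score of integrated fluorescence ratio over time as area under calcium response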
TRPC6 act – mouse TRPC6 channel activation; Q61143; HEK293-TRPC6 membrane potential dye fluorescence; active compounds read high; B-score at 10 µM; 0.13% of 310,000 active; AID 2550;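 active means B-score of the integrated fluorescence ratio above library mean plus 3 SD, and starting fluorescence ratio within library mean plus 5 SD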;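 further: higher score means more depolarization so channel activation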
KLF5 inhibitor – kruppel-like factor 5 inhibition. 0.23% of 290,000 active. inhibition, % at 5 µM. DLD-1 KLF5 promoter-luciferase reporter, luminescence;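 active means inhibition above a per-plate limit of that plate's mean compound inhibition plus 3 SD, cut at about 60% in these data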;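 further: 0% = DMSO wells and 100% = LY294002 at 200 µM; higher means less KLF5 promoter-driven luciferase light; inactives centre near -14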
* = called active by the depositor; i = inactive; ? = inconclusive; . = no result given; & = joins results of further samples.

SMILES	IEC-6 tox	TRPC4 block	aSyn 5UTR inh	SKKanGAS inh	TRPC4 agonist	MrgX1 antag	HIF act	TRPC6 inh	TRPC4 PAM	TRPC6 act	KLF5 inhibitor
CC(=O)c1cccc(NC(=O)c2cccc(N3C(=O)c4ccccc4C3=O)c2)c1	1	i	10	-1	i	i	-1.0	i	i	i	0
O=C(COc1coc(CN2CCN(c3ccc(F)cc3)CC2)cc1=O)NC1CCCC1	.	i	2	0	i	i	1.2	i	i	i	.
CCOc1ccc(NC(=O)C(CC)NC(=O)c2ccccc2CO)cc1 (stereo not drawn)	11	i	1	0	i	i	-2.3	i	i	i	0
COc1ccc(CN(C(=O)c2cc3ccccc3oc2=O)C2CCCC2)cc1	4	i	12	15	i	-5*	-0.5	i	i	i	8
O=C(Nc1cc(Cl)c(O)c(Cl)c1)C1CCCO1 (stereo not drawn)	-2	i	4	-4	i	i	-0.2	i	i	i	-33
S=C(Nc1ccc(Cl)cc1)c1sc(N2CCCCC2)nc1N1CCOCC1	4	i	11	-2	i	i	0.0	i	i	i	-9
COc1ccc(CCNC(=O)c2cccc(NS(=O)(=O)c3ccccc3F)c2)cc1OC	3	i	-2	?	i	i	-0.2	i	i	i	-28
C=C[C@H]1[C@H](OC2OC(CO)C(O)C(O)C2O)OC=C(C(=O)OC)[C@H]1C[C@H]1CC(=O)C[C@H](CC(=O)CCc2ccc(O)cc2)O1 (stereo partly drawn)	.	i	6	-1	i	i	0.0	i	i	i	.
COc1cccc(N2CCN(C(=O)C3CCN(S(=O)(=O)c4ccc5c(c4)CC(C)N5C(C)=O)CC3)CC2)c1 (stereo not drawn)	0	i	16	-2	i	i	-0.1	i	i	i	8
Cn1c(CSCc2ccccc2)n[nH]c1=S	-2	i	16	3	i	i	0.6	i	i	i	-31
O=C(NCCc1c[nH]c2ccccc12)C(=O)Nc1cc2c3c(c1)CC(=O)N3CCC2	.	i	16	17	i	i	-0.2	i	i	i	.
Cc1cc(NC(=O)CSc2nnc(C3COc4ccccc4O3)n2C)no1 (stereo not drawn)	-1	i	12	7	i	i	-0.4	i	i	i	-63
CN(C)S(=O)(=O)c1ccc(Cl)c(NC(=O)CN2CCc3ccccc3C2)c1	-6	i	-12	4	i	i	-0.1	i	i	i	-4
O=C(c1ccc(COCC(F)(F)F)o1)N1CCCCCC1	-4	.	2	-2	i	i	0.3	i	i	i	-18
O=C(Cc1ccccc1)N/N=C/c1ccccc1OCc1ccc(Cl)cc1	-1	i	-95	19	i	i	1.5	i	i	i	-15
Cc1cc(C)nc(Nc2n[nH]c(COc3ccccc3)n2)n1	0	i	-110	-12	i	i	0.9	i	i	i	-7
O=C(COc1ccccc1)N1CCc2ccccc21	-8	i	-167	8	i	i	1.5	i	i	i	-78
CCOC(=O)c1nc(C)nc(Sc2n[nH]c(-c3ccc(C(C)(C)C)cc3)n2)c1C	1	i	-40	19	i	i	0.6	i	i	i	-55
COc1ccc(S(=O)(=O)N2c3cc(C)ccc3OCC2C(C)(C)C)cc1 (stereo not drawn)	-11	i	36	34	i	i	-0.9	i	i	i	-32
CCOc1ccc2c(C)c(C(=O)O)oc2c1OCC	-2	i	0	-1	i	i	-0.5	i	i	i	-15
CC1(C)Cc2ccccc2C(=NCCCCCC(=O)O)N1	7	i	-6	3	i	.	-0.1	i	i	i	-47
CCCCCOP(=O)(c1ccccc1)c1ccccc1	-7	i	-19	4	i	i	-0.1	i	i	i	-30
Cc1noc(/C=C/NCc2cccnc2)c1S(=O)(=O)N(C)CC(=O)N1CCc2ccccc21	3	i	20	1	i	i	0.0	i	i	i	-26
Cc1ccc(-c2cc(C(=O)NCC3CCCO3)no2)cc1 (stereo not drawn)	-1	i	-76	2	i	i	0.7	i	i	i	-103
CC(Sc1nnc(-c2ccncc2)n1C)C(=O)NCC1CCCO1 (stereo not drawn)	.	i	-6	0	i	i	1.2	i	i	i	.
COc1ccccc1NC(=O)C1CCCN1C(=O)Nc1ccc(F)cc1 (stereo not drawn)	-4	i	-3	-1	i	i	-30	i	i	i	15
C=CCn1c(SCC(=O)Nc2cccc(C(=O)OC)c2)nnc1C(C)NC(=O)c1cccs1 (stereo not drawn)	-1	i	6	-6	i	i	-0.2	i	i	i	0
CC1Cc2ccccc2N1S(=O)(=O)c1cnc[nH]1 (stereo not drawn)	-2	i	-1	5	i	i	0.2	i	i	i	18
O=C(/C=C/c1cccs1)c1ccc([N+](=O)[O-])cc1	-6	i	-12	1	i	i	-0.1	i	i	i	-7
CCOc1ccc(-n2nc3ccc(NC(=O)c4ccc5c(c4)OCCO5)cc3n2)cc1	4	i	?	0	i	i	.	i	i	i	22
CN(C)CCN(C(=O)c1ccc(S(=O)(=O)N(C)CC2CCCO2)cc1)c1nc2cc3c(cc2s1)OCO3 (stereo not drawn)	4	i	-15	-1	i	i	0.4	i	i	i	19
CCOC(=O)CCNC(=O)Nc1ccc2nc(C)n(Cc3cccc(Cl)c3)c(=O)c2c1	4	i	-24	-7	i	i	0.2	i	i	i	-15
Nc1ccccc1S(=O)(=O)NCCCCc1ccccc1	-1	i	23	2	i	i	0.2	i	i	i	-44
O=C(C1=C[C@H](C2CCCCC2)C[C@H](OCCCCO)O1)N1CCOCC1	2	i	-10	-1	i	i	2.2	i	i	i	-7
COc1ccc(S(=O)(=O)N2CCN(C/C=C/c3ccccc3)CC2)cc1NC(C)=O	-5	i	13	11	i	i	-0.2	i	i	i	-4
COc1ccc(C(=O)N2CCCC2)cc1S(=O)(=O)N1CCOCC1	0	i	31	-14	i	i	-0.2	i	i	i	-29
CCOC(=O)n1c(=O)n(Cc2ccc(OC)cc2)c2ccccc21	12	i	-32	8	i	i	-0.4	i	i	i	-24
CCc1nnc(NC(=O)c2cccs2)s1	13	i	-125	-1	i	i	1.2	i	i	i	-102
O=C(O)CCN1C(=O)/C(=C\c2ccc(OCc3ccccc3)c(OCc3ccccc3)c2)SC1=S	6	i	-26	20	i	i	-0.4	i	i	i	-28
CCOC(=O)c1c(C)oc2c1C(=O)c1ccccc1C2=O	-4	i	-134	.	i	i	0.8	i	i	i	-53
Cc1ccc(N2C(=O)c3oc4ccccc4c(=O)c3C2c2cccc(O)c2)nc1 (stereo not drawn)	4	i	-25	8	i	i	0.6	i	i	i	-21
COc1ccc2cc(-c3csc(-c4cccnc4)n3)ccc2c1	3	i	-251	18	i	i	2.4	i	i	i	-50
Cc1c(Cl)cnc(NC(=O)COC(=O)c2cccc(S(=O)(=O)N3c4ccccc4CC3C)c2)c1Cl (stereo not drawn)	5	i	39	12	i	i	-0.7	i	i	i	-16
Cc1cc(C)cc(N(CC(=O)NCc2ccco2)C(=O)c2snc(C(N)=O)c2N)c1	-3	i	9	6	i	i	-0.6	i	i	i	-14
Cc1cccc(NS(=O)(=O)c2ccc(C(=O)N3CCCC3)cc2)c1C	.	i	1	-6	i	i	-0.4	i	i	i	.
COc1ccc(Nc2nc(N3CCCC3)nc(N3CCCC3)n2)c(OC)c1	-1	i	-4	-12	i	i	-0.4	i	i	i	7
Cc1ccc(-c2csc(NC(=O)c3ccccc3Cl)c2C(=O)O)cc1	7	i	-39	11	i	i	3.0	i	i	i	-38
COc1cccc(N2CCN(C(=O)c3cc(-c4ccc(F)cc4)[nH]c3C)CC2)c1	1	i	8	12	i	i	-32	i	i	i	-8
Cc1ccc(C)c(S(=O)(=O)N2C(=S)NC(=O)C2C(C)C)c1 (stereo not drawn)	1	i	10	0	i	i	-0.7	i	i	i	6
CCOc1ccccc1CNC(=O)CNC(=O)c1cccs1	2	i	7	7	i	i	0.3	i	i	i	2
CC(=O)/C=C(/C)NC(Cc1c[nH]c2ccccc12)C(=O)O (stereo not drawn)	1&4	i	-26&20	13&4	i	i	-0.2&-0.5	i	i	i	-36&18
COc1ccc(C(=O)NC2CCCN(Cc3ccc(Cl)cc3)C2)c(OC)c1 (stereo not drawn)	1	i	7	3	i	i	-0.7	i	i	i	-25
COCCNC(=O)C(=O)NCC(c1ccc2c(c1)OCO2)N1CCN(c2ccc(F)cc2)CC1 (stereo not drawn)	-12	i	-25	4	i	i	-0.1	i	i	i	-14
CN(C(=O)CC1C(=O)NCCN1Cc1ccc(F)c(F)c1)C1CCCCC1 (stereo not drawn)	5	i	-1	4	i	i	-0.1	i	i	i	-13
Cc1cc(C(=O)NCCC2=CCCCC2)c(C)o1	1	i	-123	-1	i	i	2.4	i	i	i	-187
O=C(Nc1ccc(C(=O)O)cc1)/C(=C\C=C\c1ccccc1)NC(=O)c1cccc(Br)c1	-1	i	0	14	i	i	0.4	i	i	i	-17
CNC(=O)c1cc(C)c(-c2ccccc2)s1	0	i	-46	1	i	i	0.6	i	i	i	5
CC1(C)[C@H](C(=O)O)N2C(=O)C[C@H]2S1(=O)=O	.	i	-16	-1	i	i	0.0	i	i	i	.
O=C(CNC(=O)c1ccc(Br)cc1)OCc1cc([N+](=O)[O-])cc2c1OCOC2	-2	i	17	0	i	i	-0.2	i	i	i	-16
CCOC(=O)C1(CC/C(C)=N\NC(N)=O)CC(C)(C)OC1=O (stereo not drawn)	5	i	-10	0	i	i	.	i	i	i	6

Arranged by the number under aSyn 5UTR inh (largest number first): some entries from above
SMILES | TRPC4 block | aSyn 5UTR inh | MrgX1 antag | TRPC4 PAM | TRPC6 act | KLF5 inhibitor
COc1ccc(C(=O)N2CCCC2)cc1S(=O)(=O)N1CCOCC1 | i | 31 | i | i | i | -29
Nc1ccccc1S(=O)(=O)NCCCCc1ccccc1 | i | 23 | i | i | i | -44
CCOc1ccc2c(C)c(C(=O)O)oc2c1OCC | i | 0 | i | i | i | -15

(more compounds)
SMILES	IEC-6 tox	TRPC4 block	aSyn 5UTR inh	SKKanGAS inh	TRPC4 agonist	MrgX1 antag	HIF act	TRPC6 inh	TRPC4 PAM	TRPC6 act	KLF5 inhibitor
COc1cccc(C(=O)OCCCOC(=O)c2cccc(OC)c2OC)c1OC	6	i	6	-1	i	i	0.1	i	i	i	-28
Cc1cccc(Nc2nnc(SCC(=O)NCc3cccs3)s2)c1C	2	i	8	7	i	i	0.2	i	i	i	-26
CCCOc1ccc(NC(=O)C2CC(=O)N3CCCN=C3S2)cc1 (stereo not drawn)	0	i	18	6	i	i	-0.1	i	i	i	-13
Cc1cccc2sc(N(CCCN(C)C)C(=O)COc3ccc(Cl)cc3)nc12	3	i	-25	-8	i	i	-0.7	i	i	i	-15
CCOC(=O)c1ccc(NC(=O)C2CCN(S(=O)(=O)CC)CC2)cc1	-6	i	13	-9	i	i	0.8	i	i	i	-49

High-throughput results as filed in PubChem.
